Bioassay records: PubChem, National Center for Advancing Translational Sciences (NCATS)
Lipid storage S3: qHTS Assay for Lipid Storage Modulators in Drosophila S3 Cells | Potency in µM for hits, for the others lipid storage change, negative = inhibition, % at the top dose, mostly 46.1 µM | actives 0.64% (n = 320,000) | Drosophila S3 cells, BODIPY lipid droplet fluorescence, 18-24 h; cells fed with added oleic acid; active means well fitted inhibition curve with a large enough effect in the signal ratio, with a control signal flat, not every such curve was filed as active; inconclusive means small, poorly fitted or top-dose-only effect, or effect the other way, or a change in a side signal; the % refers to the signal ratio
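Drosophila S3 cells loaded with oleic acid (400 uM, as added) and compounds at several concentrations; lipid droplets imaged by 488-nm laser-scanning cytometry, 500–530 nm intensity and object ratio to cell channel. Percent activity normalized to 20 uM Triacsin C.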
Lipid storage S3 cell count max: recorded beside Lipid storage S3, whose call it bears; cell number change, %; measured here: cell count max response;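 cells counted by Cell Tracker Red CMTPX staining in the red channel; peak over a dose series mostly up to 46.1 µM; percent activity relative to internal control wells on each plate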
An asterisk follows results filed as active; i = inactive; ? = inconclusive; . = not tested or not shown; [ ] = dose if it differs, or a comment. On the % scale 0 is the no-effect control and ±100 the full control effect; potency means the concentration at half of the fitted maximal effect. Only part of the results is shown; the hit share may differ from the screen's.

Preview (18 entries):
SMILES	Lipid storage S3	Lipid storage S3 cell count max
COc1cccc(CN2CC(C(=O)NCCc3ccc(C)o3)CCC2=O)c1 (stereo unspecified)	?	.
c1ccc(-c2noc(-c3ccc4c(c3)OCO4)n2)cc1	?	.
CC(C)C[C@H](NC(=O)c1nc[nH]c1C(=O)NCC(=O)OCc1ccccc1)C(=O)OCc1ccccc1	?	.
Cc1oc2c(c1C(=O)O)C(=O)c1ccccc1C2=O	27%[9.22 µM]	7
N#Cc1nc(COc2cccc(Cl)c2)oc1NCc1ccncc1	?	.
Cc1c(C=O)c2cc(OCc3ccccc3)ccc2n1C	?	.
Cc1occc1-c1nnc(SCC(=O)c2ccc(Cl)cc2)n1C	?	.
O=C(COc1ccccc1)N/N=C/c1cc2c(cc1[N+](=O)[O-])OCO2	i	.
COc1ccc(CNC(=O)C2CCN(S(=O)(=O)c3cccc(C(F)(F)F)c3)CC2)cc1	?	.
Cc1ccc(SCc2cc(=O)[nH]c(N3CCN(Cc4ccc5c(c4)OCO5)CC3)n2)cc1	?	.
COc1ccc(N(C)S(=O)(=O)c2ccc3c(c2)CCN3C(=O)C2CC2)c(OC)c1	i	-27
CCn1c(SCC(=O)c2ccccc2)nnc1-c1cc2cc(Br)ccc2o1	?	.
COc1ccc(N(C(C)C(=O)N2CCC(Cc3ccccc3)CC2)S(C)(=O)=O)cc1 (stereo unspecified)	?	.
CCOc1ccc(NS(=O)(=O)c2ccc(SC)cc2)cc1	?	.
Cc1c(Br)ccc(NC(=O)Cn2nc(-c3cccs3)ccc2=O)c1C	i	8
Cc1ccc2nc(NC(=O)CN3CCOCC3)sc2c1	i	.
Cc1nn(C(C)C(=O)NNC(=S)Nc2ccc(F)cc2)c(C)c1[N+](=O)[O-] (stereo unspecified)	0%	0
Cc1c(NC(=O)N2CCCCCC2)c(=O)n(-c2ccccc2)n1C	?	.

All compounds of this part, from the start:
SMILES	Lipid storage S3	Lipid storage S3 cell count max
COc1cccc(CN2CC(C(=O)NCCc3ccc(C)o3)CCC2=O)c1 (stereo unspecified)	?	.
c1ccc(-c2noc(-c3ccc4c(c3)OCO4)n2)cc1	?	.
CC(C)C[C@H](NC(=O)c1nc[nH]c1C(=O)NCC(=O)OCc1ccccc1)C(=O)OCc1ccccc1	?	.
Cc1oc2c(c1C(=O)O)C(=O)c1ccccc1C2=O	27%[9.22 µM]	7
N#Cc1nc(COc2cccc(Cl)c2)oc1NCc1ccncc1	?	.
Cc1c(C=O)c2cc(OCc3ccccc3)ccc2n1C	?	.
Cc1occc1-c1nnc(SCC(=O)c2ccc(Cl)cc2)n1C	?	.
O=C(COc1ccccc1)N/N=C/c1cc2c(cc1[N+](=O)[O-])OCO2	i	.
COc1ccc(CNC(=O)C2CCN(S(=O)(=O)c3cccc(C(F)(F)F)c3)CC2)cc1	?	.
Cc1ccc(SCc2cc(=O)[nH]c(N3CCN(Cc4ccc5c(c4)OCO5)CC3)n2)cc1	?	.
COc1ccc(N(C)S(=O)(=O)c2ccc3c(c2)CCN3C(=O)C2CC2)c(OC)c1	i	-27
CCn1c(SCC(=O)c2ccccc2)nnc1-c1cc2cc(Br)ccc2o1	?	.
COc1ccc(N(C(C)C(=O)N2CCC(Cc3ccccc3)CC2)S(C)(=O)=O)cc1 (stereo unspecified)	?	.
CCOc1ccc(NS(=O)(=O)c2ccc(SC)cc2)cc1	?	.
Cc1c(Br)ccc(NC(=O)Cn2nc(-c3cccs3)ccc2=O)c1C	i	8
Cc1ccc2nc(NC(=O)CN3CCOCC3)sc2c1	i	.
Cc1nn(C(C)C(=O)NNC(=S)Nc2ccc(F)cc2)c(C)c1[N+](=O)[O-] (stereo unspecified)	0%	0
Cc1c(NC(=O)N2CCCCCC2)c(=O)n(-c2ccccc2)n1C	?	.
CCn1c(C)nc2cc(C(=O)N/N=C/c3ccc(N4CCOCC4)cc3)ccc21	?	.
C=CCn1c(SCC(=O)N(C)C2CCS(=O)(=O)C2)nc2ccccc2c1=O (stereo unspecified)	?	.
CC1CC(C)CN(C(=O)CSc2nnc(CSc3ncccn3)n2C)C1 (stereo unspecified)	-9%	-22
CC(Sc1nc2sccc2c(=O)n1-c1ccccc1)C(N)=O (stereo unspecified)	?	.
CCCC(=O)OCCNC(=O)c1cc2ccccc2oc1=O	-2%	-8
Cc1ccc(S(=O)(=O)NCc2ccccc2)cc1C(=O)NC1CCC(C)CC1 (stereo unspecified)	7%	8
Cn1c(C(=O)N2CCCC(C(=O)NCCc3ccccc3)C2)cc2sccc21 (stereo unspecified)	-16%	-18

The listing continues:
SMILES	Lipid storage S3	Lipid storage S3 cell count max
O=C(/C=C/c1ccco1)Nc1cccnc1	0%	-15
Cc1nnc(SC(C)C)n(N)c1=O	?	.
CCCN(C(=O)c1ccc2c(SCC(=O)O)c3c(nc2c1)CCC3)c1cccc(C)c1	?	.
O=c1[nH]nc(-c2ccc(OCc3ccc(Cl)cc3Cl)cc2)o1	5%	0
Cc1ccc(-n2nc3c(c2NC(=O)c2cccs2)CS(=O)(=O)C3)c(C)c1	?	.
CN(C)c1nnnn1-c1ccc(Cl)cc1Cl	?	.
O=C(NCC1CCCO1)c1cccnc1NCc1ccc(F)cc1 (stereo unspecified)	-17%	14
Oc1ccc(C(=S)N2CCN(Cc3ccccc3)CC2)cc1	?	.
O=c1[nH]c2ccc(N/C(=N/S(=O)(=O)c3ccccc3)c3ccccc3)cc2[nH]1	15%	4
COc1ccc(CCNC(=O)c2ccc(Cl)nc2)cc1	?	.
Nc1cccc(N2C(=O)c3cccc4c(N)ccc(c34)C2=O)c1	?	.
COc1ccc(-c2cc3ccc(O)cc3oc2=O)cc1	i	.
COc1ccc(OC)c(C2=C[N+](=O)C(C)(C)C(C)(C)N2[O-])c1	i	.
Cn1cnnc1SCC(=O)NNC(=O)c1ccc(Cl)cc1	7%	-3
COc1ccc(/C=N/NC(=O)C(=O)NCC2CCCO2)cc1 (stereo unspecified)	?	.
CN(Cc1ccco1)C(=O)c1c[nH]c2ccc(S(=O)(=O)Nc3ccc4c(c3)OCCO4)cc2c1=O	11%	14
Cc1ccc(-c2nnn(CC(=O)N(Cc3ccccc3)C(C(=O)NC3CCCC3)c3ccncc3)n2)o1 (stereo unspecified)	?	.
C=CCc1cccc(Cl)c1OCCCNC1CCCC1	-5%	11
CNc1nc(Cl)c(SC)c(NC2CCCCC2)n1	?	.
CN(C)S(=O)(=O)c1cc([N+](=O)[O-])ccc1N1CCCCCC1	8%	-1
CCOC(=O)c1c(-c2ccc(-c3ccccc3)cc2)csc1NC(=O)CCC(=O)O	-5%	4
COc1ccc(NS(=O)(=O)c2ccc(NC(=S)NC(=O)/C=C/c3ccc(C)cc3)cc2)nn1	-19%	-9
N/C(=N\NS(=O)(=O)c1cc(C(F)(F)F)cc(C(F)(F)F)c1)c1ccccn1	-5%	15
O=c1cc(C(F)(F)F)[nH]c2ccccc12	-6%	13
Cc1ccc(N=Nc2c(C)[nH][nH]c2=O)c(C)c1	?	.

New compounds follow
SMILES	Lipid storage S3	Lipid storage S3 cell count max
Cc1[nH]c2ccccc2c1/C=N/Nc1ccc(F)cc1F	?	.
Cc1ccc(-n2nc3c(=O)n(CC(=O)NCc4ccccc4)nc(C)c3c2C)cc1	?	.
Cc1cccc(N(C2C=CS(=O)(=O)C2)S(=O)(=O)c2ccccc2)c1 (stereo unspecified)	i	.
CN(Cc1ccccc1F)C(=O)CN1c2cccc3cccc(c23)S1(=O)=O	?	.
COCCN(Cc1ccccc1)P(=O)(O)c1ccccc1OCC(=O)O	0%	9
CCc1ccc(O)c(N=Cc2ccccc2O)c1	?	.
Fc1ccccc1C1CCN(Cc2nc(CC3CC3)no2)C1 (stereo unspecified)	8%	6
Cc1ccc(NC(=O)c2ccc(Cl)cc2[N+](=O)[O-])nc1	5%	5
O=c1cc(CSc2nnnn2-c2ccccc2)nc(Nc2ccc(F)cc2)[nH]1	?	.
CN1CCN(C(=O)C2C3C=CC(C3)C2C(=O)O)CC1 (stereo unspecified)	?	.
CC1CN(C(=O)c2ccc(CNS(=O)(=O)c3cccc(Cl)c3)cc2)CC(C)O1 (stereo unspecified)	?	.
O=C(c1cc(-c2cccc(O)c2)on1)N1CCOCC1	-21%	22
CCSc1ncc(Cl)c(C(=O)N(Cc2ccc(N(C)C)cc2)C2CCS(=O)(=O)C2)n1 (stereo unspecified)	?	.
COc1ccc(C(=O)OCC(=O)NCC2CCCO2)c(F)c1 (stereo unspecified)	-3%	-8
CC1Oc2ccccc2C=C1/C=N/Nc1ccc(C(=O)O)cc1 (stereo unspecified)	?	.
Cc1c(S(=O)(=O)N2CCCCC2)c(=O)n(C)c(=O)n1C	?	.
Cc1ccc(NS(=O)(=O)c2cc(C(=O)NCCCN(C)C)ccc2Cl)cc1Cl	?	.
CCN(CC)C(=S)SC1CCCCN(C(=O)c2ccccc2)C1=O (stereo unspecified)	-1%	0
COc1ccc(NCC(=O)n2c(C)c(C)c3ccccc32)cc1	?	.
COc1cc(/C=C(/C#N)C(=O)NC(C)c2ccccc2)cc(OC)c1O (stereo unspecified)	?	.
CCC(C)NC(=O)COC(=O)c1ccccc1OCC(=O)Nc1ccc(Br)cc1 (stereo unspecified)	12%	8
CC(C)C(OC(=O)c1oc2ccccc2c1CSC1CCCCC1)C(=O)NC(N)=O (stereo unspecified)	19%	25
O=C1c2ccccc2C(=O)N1CCc1nn[nH]n1	?	.
Cc1c(CN(C)Cc2cn(C)nc2-c2ccccc2F)[nH]c2ccccc12	0%	4
COc1ccc(NC(=O)COC(=O)CNC(=O)c2cccs2)cc1Cl	5%	-6

Other structures.
SMILES	Lipid storage S3	Lipid storage S3 cell count max
CCNC(=O)COC(=O)c1ccc(NS(=O)(=O)c2ccc3c(c2)OCCO3)cc1	0%	.
CN1C(C(=O)NCc2ccco2)=CC(c2ccc(F)cc2)=NS1(=O)=O	21%	21
CC(c1ccccc1)N1CNc2c(c(=O)n(C)c(=O)n2C)C1 (stereo unspecified)	1%	-14
C=CCn1c(=O)c2ccccc2n2c(SCc3cc(=O)n4ccsc4n3)nnc12	16%	1
OC(COc1cccc2ccccc12)CN1CCN(c2ccccn2)CC1 (stereo unspecified)	?	.
O=C(c1ccccc1)c1cc2c(cc1[N+](=O)[O-])OCCO2	10%	13
CC(C)NC(=O)Cn1c(=O)n(CC(=O)N2CCCCC2)c(=O)c2sccc21	?	.
COc1cc2c(cc1OC)C(c1ccc(-c3ccc(Cl)cc3Cl)o1)=NCC2	?	.
CC(c1ccccc1)N1C(=O)C2C3CCC(C3)C2C1=O (stereo unspecified)	2%	5
CCOC(=O)C1CCN(S(=O)(=O)c2ccc3c(c2)CC(=O)N3C)CC1	i	14
COc1ccc(NC(C)=O)cc1NC(=O)c1cccc(S(=O)(=O)N2CCN(Cc3ccccc3)CC2)c1	?	.
O=C(Nc1ccc(N2CCN(Cc3ccccc3F)CC2)cc1)c1ccccc1[N+](=O)[O-]	-3%	1
CSc1cccc(NC(=O)Nc2ccccc2C(N)=O)c1	-1%	-6
COc1ccc([N+](=O)[O-])cc1NC(=O)C(C)N1CCN(C(=O)c2ccco2)CC1 (stereo unspecified)	-4%	-15
CC(C)c1ccc(CNc2cc(N3CCCC3)ccc2[N+](=O)[O-])cc1	?	.
C=COCCNC(=O)C(=O)NC(C)C	i	-4
O=C1C(c2ccccc2)=[N+]([O-])c2ccccc21	?	.
Cn1c(Cn2c(=O)sc3ccccc32)nnc1SCC(=O)Nc1ccccc1	0%	-7
COc1ccc(N2CC(C)Cn3c2nc2c3c(=O)[nH]c(=O)n2C)cc1 (stereo unspecified)	?	.
Cc1cc(O)ccc1NC(=O)CCN1C(=O)c2ccc([N+](=O)[O-])cc2C1=O	?	.
CC(C)C[C@H](NC(=O)NC1CCCc2ccccc21)C(=O)O (stereo partly specified)	-11%	-7
Cc1ccc(CN2CCSCC2)c(C)c1	10%	-3
O=C(NN1C(=O)/C(=C/c2cccs2)SC1=S)c1ccncc1	0%	15
COC(=O)c1ccc(CSc2ncnc3ccccc23)o1	?	.
CSc1ccc(C2C(C#N)=C(N)N(c3ccccc3)C3=C2C(=O)CCC3)cc1 (stereo unspecified)	?	.

(listing goes on)
SMILES	Lipid storage S3	Lipid storage S3 cell count max
Cc1cc(=O)nc2c3ccccc3n(C(C)C(=O)NCCN3CCOCC3)n12 (stereo unspecified)	i	-3
Cc1cc(CNC(=O)COc2ccc(F)cc2Cl)cc(C)c1O	?	.
COc1ccc(S(=O)(=O)N2CC(=O)Nc3ccccc32)cc1F	?	.
CCOC(=O)c1ccc2nc(NC(NC(C)=O)(C(=O)OC)C(F)(F)F)sc2c1 (stereo unspecified)	?	.
CCOC(=O)N1CCN(CC(=O)Nc2ccc(C)c(Br)c2)CC1	?	.
O=C(NC1=NCCS1)C1CCN(S(=O)(=O)c2ccccc2C(F)(F)F)CC1	?	.
CS(=O)(=O)N(CC(=O)Nc1ccccc1Br)Cc1ccccc1	?	.
COC(=O)c1cc(NC(=O)C2(S(=O)(=O)c3ccc(C)cc3)CC2)cc(C(=O)OC)c1	-3%	-5
CCN(CC)C(=O)C1CCC(CNS(=O)(=O)c2cccc3nsnc23)CC1 (stereo unspecified)	-19%	.
CCN1C(=O)c2cccc3c(S(=O)(=O)NC(Cc4c[nH]c5ccccc45)C(=O)O)ccc1c23 (stereo unspecified)	?	.
Cn1c(=O)[nH]c(=O)c2c1nc(SCCO)n2Cc1ccccc1Cl	i	-1
O=C1CN(C(=O)COC(=O)CCNS(=O)(=O)c2ccc(Cl)cc2)c2ccccc2N1	-10%	-16
CCOc1ccc(NC(=O)CN(C)C(=O)c2cc3c(s2)CCCCC3)cc1OCC	?	.
Cc1cccc(CNS(=O)(=O)c2csc(C(N)=O)c2)c1	i	-3
